Bioassay records as filed in PubChem BioAssay.
hIAP inh = human IAP inhibition; P09923; inhibition, % at 10 µM; purified IAP, CDP-Star luminescence, 30 min; 330,000 tested, 0.12% active;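 active = inhibition reaching a set limit with compound at 10 µM in the primary screen, cut at about 35% in these data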;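 note: plate controls were DMSO wells with enzyme for no effect and no-enzyme buffer wells for full effect; values of inactives mirror those of a sister screen read the other way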
Target sequence (P09923 whole entry, looked up): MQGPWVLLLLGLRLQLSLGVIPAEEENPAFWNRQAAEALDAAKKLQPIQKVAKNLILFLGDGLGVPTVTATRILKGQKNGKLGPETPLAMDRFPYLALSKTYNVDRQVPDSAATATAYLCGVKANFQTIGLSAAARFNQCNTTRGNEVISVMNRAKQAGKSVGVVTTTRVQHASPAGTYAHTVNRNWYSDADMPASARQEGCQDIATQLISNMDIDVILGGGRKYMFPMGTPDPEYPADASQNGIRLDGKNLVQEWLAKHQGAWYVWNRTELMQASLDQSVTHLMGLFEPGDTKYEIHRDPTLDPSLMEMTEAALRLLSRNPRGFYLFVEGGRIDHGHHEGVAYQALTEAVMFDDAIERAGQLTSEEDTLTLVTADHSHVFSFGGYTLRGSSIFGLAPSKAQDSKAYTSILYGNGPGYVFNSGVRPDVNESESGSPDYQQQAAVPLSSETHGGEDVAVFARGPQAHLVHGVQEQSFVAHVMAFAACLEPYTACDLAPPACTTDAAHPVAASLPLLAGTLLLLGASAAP
hIAP activ = increases human intestinal alkaline phosphatase activity | purified human IAP, CDP-Star luminescence, 30 min; active compounds read high; 1 = vehicle-only enzyme, 0 = enzyme-free background | AID 2524 | activation factor at 10 µM | 330,000 tested, 0.16% active;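 active = activation factor of the enzyme at least 2-fold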; note: the source names both 10 and 20 µM as test concentration; values of inactives mirror those of a sister screen read the other way
MPTP inh = inhibitors of mitochondrial permeability transition pore; 360,000 tested, 1.4% active; isolated mouse mitochondria, Ca2+ swelling absorbance, 30 min; inhibition, % at 10 µM;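 active = inhibition of 50% or more, scaled per plate between neutral and stimulator controls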;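 note: 0% = DMSO wells given calcium and 100% = 1 mM EGTA wells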
APOBEC3G inh = blocks human APOBEC3G single-stranded DNA deamination; AID 493012; 330,000 tested, 0.28% active; Q9HC16; recombinant A3G, ssDNA deamination FAM/TAMRA fluorescence; inhibition, % at 20 µM;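 active = inhibition of at least 40% at 20 µM, with no more than 30% in the related APOBEC3A deaminase screen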;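 note: plate controls were DMSO wells with A3G for no effect and wells lacking A3G enzyme for full effect; some compounds called inactive have numbers as strong as hits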
mIAP inh = mouse IAP inhibition; purified mouse IAP, CDP-Star luminescence, 30 min; inhibition, % at 10 µM; 330,000 tested, 0.2% active; AID 2806;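 active = inhibition of at least 40% at 10 µM in the primary screen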;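 note: plate controls were DMSO with enzyme for no effect and no enzyme wells for full effect; values of inactives mirror those of a sister screen read the other way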
ATG4B inhibitor = blocks human ATG4B protease cleavage of LC3 substrate. Q9Y4P1. ATG4B cleavage of LC3-PLA2, NBD-HPC fluorescence, 1 h. inhibition, % at 8.33 µM. 340,000 tested, 0.51% active. AID 504462; in the data active = inhibition above about 40%
Target sequence (Q9Y4P1 whole entry, looked up): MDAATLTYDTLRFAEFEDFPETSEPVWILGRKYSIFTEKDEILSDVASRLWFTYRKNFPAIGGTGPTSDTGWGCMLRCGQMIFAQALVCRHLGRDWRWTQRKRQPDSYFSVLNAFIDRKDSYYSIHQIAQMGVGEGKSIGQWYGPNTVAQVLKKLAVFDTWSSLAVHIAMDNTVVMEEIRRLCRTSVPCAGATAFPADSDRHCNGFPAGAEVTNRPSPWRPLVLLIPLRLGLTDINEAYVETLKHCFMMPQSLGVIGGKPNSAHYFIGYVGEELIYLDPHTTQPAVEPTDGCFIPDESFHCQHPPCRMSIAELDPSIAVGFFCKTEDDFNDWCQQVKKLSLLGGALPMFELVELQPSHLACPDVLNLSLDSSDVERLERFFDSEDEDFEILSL
mIAP act = increases mouse intestinal alkaline phosphatase activity; muIAP, CDP-Star luminescence, 30 min; active compounds read high; 1 = vehicle-only enzyme signal, 0 = enzyme-free wells; activation factor at 10 µM; AID 2805; 330,000 tested, 0.24% active;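 active = activation factor of at least 2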; note: the source names both 10 and 20 µM as test concentration; values of inactives mirror those of a sister screen read the other way
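System: mouse IAP enzyme. Reagent: CDP-Star chemiluminescent phosphatase substrate. Benchmarks: DMSO wells, no-enzyme wells. Times: 30 min enzyme-substrate-compound incubation at room temperature. Detection: luminescence from enzymatic CDP-Star hydrolysis. Doses: test compounds delivered from DMSO solution.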
beta cell repl = inducers of beta-cell replication in MIN6 cells | proliferation, % at 10 µM | MIN6 cells proliferation, ATPlite luminescence, 48 h; cells starved in 0.2% serum; 100% = growth in 10% serum | 330,000 tested, 0.29% active;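 active = compounds whose signal lies at least 3.5 SD above the mean of all wells on their plate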;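 note: 0% = DMSO-treated cells in low-serum medium and 100% = 10% serum control; some compounds called inactive have numbers as strong as hits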
APOBEC3A inh = human APOBEC3A DNA deaminase inhibition. recombinant A3A, FAM/TAMRA ssDNA deamination fluorescence. inhibition, % at 20 µM. 330,000 tested, 0.41% active. AID 493011;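 active = at least 40% inhibition at 20 µM here, with at most 30% in a related deaminase screen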;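 note: plate controls were A3A with DMSO for no effect and wells lacking A3A enzyme for full effect; some results filed as inactive read as strong as hits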
Target sequence (P31941 whole entry, looked up): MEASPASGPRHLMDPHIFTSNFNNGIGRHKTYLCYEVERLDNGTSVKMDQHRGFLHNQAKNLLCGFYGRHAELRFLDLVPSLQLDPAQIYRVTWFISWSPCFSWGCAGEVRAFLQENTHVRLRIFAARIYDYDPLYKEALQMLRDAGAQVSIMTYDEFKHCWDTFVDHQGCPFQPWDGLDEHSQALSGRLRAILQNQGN
* marks the source's active call; other numbers are inactive results; . = no result given.

SMILES	hIAP inh	hIAP activ	MPTP inh	APOBEC3G inh	mIAP inh	ATG4B inhibitor	mIAP act	beta cell repl	APOBEC3A inh
Cc1cc(C)cc(N2CC(O)=C(c3nc4ccccc4c(=O)[nH]3)C2=N)c1	-44	1.4	0.3	-2	5	7	0.95	2	1
O=C(CNC(=O)c1ccc(Cl)c([N+](=O)[O-])c1)OCN1C(=O)c2ccccc2C1=O	13	0.87	-1.9	-6	8	-4	0.92	1	-4
Cc1ccc(C)c(NC(=S)N(C2CCCCC2)C(C)c2cccnc2)c1 (centres undefined)	-4	1	0.2	1	-1	-4	1	-3	6
COc1cccc(-c2nnc(NC(=O)c3ccco3)s2)c1	12	0.88	0.8	2	5	-1	0.95	-2	-1
O=C(c1cccn(Cc2ccc(Cl)c(Cl)c2)c1=O)N1CCOCC1	-6	1.1	0.9	-1	8	8	0.92	-3	0
O=C(CCCN1C(=O)/C(=C\c2cccc(Br)c2)SC1=S)Nc1cccnc1	-7	1.1	8.2	-6	21	0	0.79	-3	-2
Cc1ccc2nsnc2c1NC(=O)c1sc2ccccc2c1Cl	21	0.79	-0.3	-7	7	12	0.93	0	-1
CCC1Nc2ncnc(N3CCOCC3)c2N(Cc2ccc(OC)cc2)C1=O (centres undefined)	6	0.94	-0.6	-2	9	0	0.91	-1	-3
CC(=O)Nc1ccc(S(=O)(=O)NCC(=O)OCC(=O)Nc2sccc2C(N)=O)cc1	-11	1.1	0.8	-7	2	3	0.98	0	-1
COc1ccc(NC(=O)CSCC(=O)N(C)CC(=O)Nc2c(C)cccc2C)cc1	-3	1	-0.3	0	2	-7	0.98	-1	2
CC1CCN(c2ccc(-c3ccc(NC(=O)C(F)(F)F)cc3)nn2)CC1	-16	1.2	-0.2	1	8	-11	0.92	-4	0
C=CCc1ccc(OCc2ccc(C(=O)O)o2)c(OC)c1	14	0.86	0.0	-1	-1	0	1	-1	8
C=CCOC(=O)C1=C[C@@H](c2ccc(Br)cc2)C[C@@H](OCCCCO)O1	14	0.86	1.4	-9	1	-4	0.99	0	-4
COc1cccc(CNC(=O)CCC2CCCN(C3CCOCC3)C2)c1 (centres undefined)	-6	1.1	-2.6	-4	3	7	0.97	0	2
CCOc1cc(/C=N/NC(=O)c2ccncc2)ccc1OC(=O)c1ccco1	-7	1.1	-1.9	1	0	0	1	3	6
CC(C)CC(c1nnnn1CC1CCCO1)N1CCN(c2cccc(Cl)c2)CC1 (centres undefined)	-16	1.2	1.3	-5	7	-1	0.93	0	-4
O=C(C1CCN(S(=O)(=O)N2CCOCC2)CC1)N1CCN(c2ccccc2F)CC1	-9	1.1	1.2	-6	9	0	0.91	-2	0
COc1ccccc1S(=O)(=O)Cc1ccc(C(=O)NCc2ccccc2)o1	-4	1	-1.4	-7	2	-2	0.98	0	-6
CS(=O)(=O)N(C(=O)NC(=O)NC12CC3CC(CC(C3)C1)C2)C1CCCCC1	-1	1	-1.6	-2	3	-5	0.97	-3	4
CCOc1cc(C(=O)NC(C)CC)cc(OCC)c1OCC (centres undefined)	18	0.82	0.5	-3	-12	-6	1.1	-2	-2
O=C(c1cccc(Oc2ccccc2)c1)N1CCN(c2ccccn2)CC1	4	0.96	0.3	-5	2	14	0.97	0	-1
CC(C)c1ccc(N=C2NN=C(c3cccs3)CS2)cc1	6	0.94	-1.2	5	-7	-3	1.1	-1	0
CCCSc1ccc([C@@H]2[C@H]3C(=O)N(CC)C(=O)[C@H]3[C@]3(C(=O)OC)CCCN23)cc1	-6	1.1	0.9	-15	-5	-2	1.1	-1	-2
Cc1cccc(C)c1OCC(O)Cn1c2ccccc2c2ccccc21 (centres undefined)	6	0.94	14	-1	-10	53*	1.1	-6	3
O=C(COC(=O)CCCSc1nc2ccccc2[nH]1)Nc1ccc(Cl)cc1	-5	1	2.1	-3	11	31	0.89	2	4
SMILES	hIAP inh	hIAP activ	MPTP inh	APOBEC3G inh	mIAP inh	ATG4B inhibitor	mIAP act	beta cell repl	APOBEC3A inh
CC(C)CCN1CCN(Cc2ccsc2)CC1CCO (centres undefined)	-5	1.1	-2.3	-5	2	4	0.97	0	-1
COc1ccc(/C=N/NC(=O)c2ccncc2)cc1CSc1nc2ccccc2s1	4	0.96	-0.7	-6	9	2	0.91	-3	-2
O=C(NC1=NC2CCCCC2N1)c1ccccc1 (centres undefined)	-22	1.2	0.3	-3	-3	-6	1	-4	1
Cc1ccc(S(=O)(=O)c2nnn3c2nc(N2CCC(C(N)=O)CC2)c2ccccc23)cc1C	12	0.88	0.2	4	7	0	0.93	-2	-1
Cc1ccc(C(=O)N/C(=C/c2ccco2)C(=O)N2CCCCCC2)cc1	6	0.94	1.7	-7	6	-21	0.94	0	-3
COCCn1c(C)nc2oc3ccc(Br)cc3c(=O)c2c1=O	-4	1	0.1	3	0	-14	1	-2	2
Nn1cnnc1N/N=C/c1ccc(F)cc1	-11	1.1	-0.8	-4	3	-3	0.97	0	-5
O=C(OCc1ccc2c(c1)OCO2)c1ccc(S(=O)(=O)N2CCCCC2)cc1	5	0.95	2.0	-6	-4	-7	1	-2	-1
Cc1cc(C(F)(F)F)n(-c2nc(C(=O)NNS(=O)(=O)c3ccccc3[N+](=O)[O-])cs2)n1	9	0.91	-0.5	-4	4	-9	0.96	4	-2
CN1CCN(C(=O)C2=C[C@@H](c3ccc(C(F)(F)F)cc3)C[C@@H](OCc3ccc(CO)cc3)O2)CC1	5	0.95	-1.9	-10	-6	-12	1.1	-1	-2
COc1ccc(NC(=O)Cn2c(=O)n(-c3ccc(OC)cc3OC)c(=O)c3c(C)c(C)sc32)cc1	-10	1.1	-0.7	-5	-48	-6	1.5	-3	-2
CC(C)=CC(=O)OCc1csc(CC(=O)Nc2ccccc2C)n1	-23	1.2	1.6	-1	-1	0	1	1	6
Cc1ccc(-c2nnc(SCC(=O)Nc3cccc(C(=O)N4CCOCC4)c3)n2C)cc1	-10	1.1	-1.7	-3	1	2	0.99	0	0
CC(CC(=O)N1CCN(c2ccccc2)CC1)c1ccccc1 (centres undefined)	10	0.9	-1.6	-5	-4	-7	1	0	-2
Cc1ccc([N+](=O)[O-])cc1NC(=S)NCCc1ccccc1	10	0.91	16	-8	12	11	0.88	10	-2
CCOCCCNC(=O)CCC(=O)NNc1nc2ccccc2c2nc(C)nn12	-207	3.1*	-1.0	2	-1	5	1	-3	6
CC1Cc2ccccc2N1C(=O)Cn1cnc2ccccc2c1=O (centres undefined)	-16	1.2	-0.2	-3	1	-3	0.99	1	-1
COc1ccccc1CN(C)C(=O)c1cc(-c2cc(OC)c(OC)c(OC)c2)nc2ccccc12	5	0.95	0.3	-10	4	-8	0.96	-2	-2
CNC[C@H]1Oc2c(NS(=O)(=O)c3ccccc3)cccc2C(=O)N([C@H](C)CO)C[C@@H]1C	-4	1	0.5	-4	4	2	0.96	0	2
COc1ccc(OC)c(N/C(=N/C(=S)Nc2ccccc2)Nc2nc(C)cc(C)n2)c1	11	0.89	-2.4	-4	17	1	0.83	2	-3
Cc1nc(C(=O)NC2CCCCC2)sc1C1(C)CC(c2cccnc2)=NO1 (centres undefined)	5	0.95	.	-9	4	.	0.95	1	-1
Cc1nn2c(C)c(C(=O)Nc3ccccc3)cnc2c1-c1ccccc1	5	0.95	6.8	-6	7	4	0.93	-1	5
CCn1c(SCC(=O)N2c3ccccc3CCc3ccccc32)nnc1-c1ccc(OC)cc1	-3	1	0.6	-1	-5	5	1	-2	1
Cc1cc(=O)oc2cc3c(cc12)OCCO3	5	0.95	0.9	-5	8	-1	0.92	1	0
Cc1nc(C(=O)Nc2ccc(Cl)cc2)sc1C1(C)CC(c2ccccc2)=NO1 (centres undefined)	11	0.89	2.4	-6	14	-5	0.86	-6	0
SMILES	hIAP inh	hIAP activ	MPTP inh	APOBEC3G inh	mIAP inh	ATG4B inhibitor	mIAP act	beta cell repl	APOBEC3A inh
CC12COC3(P(=O)(c4ccccc4)c4ccccc4)CC1CCC23CP(=O)(c1ccccc1)c1ccccc1 (centres undefined)	-16	1.2	3.9	-4	-2	-2	1	-3	-2
O=C(O)c1ccc(N/N=C/c2cccc3nccnc23)cc1	12	0.89	-0.7	4	-8	0	1.1	-2	9
COCCn1c(C)cc(C(=O)COC(=O)c2ccc(N3CCCC3=O)cc2)c1C	-6	1.1	-0.2	0	8	-3	0.92	-3	1
CCCCN(C(=O)c1cnccn1)c1c(N)n(CCC)c(=O)[nH]c1=O	-35	1.4	-1.7	20	2	-4	0.98	-1	45*
COc1ccccc1-c1cc(C(=O)Nc2cc(C)nn2-c2ccccc2)no1	-6	1.1	-0.3	-2	12	12	0.88	-4	2
CSc1ccc(/C=N/NC(=O)C[n+]2ccccc2)cc1	14	0.86	0.2	-8	-3	6	1	1	-4
Oc1cccc2ccc[n+](CC(O)Cn3c4ccccc4c4ccccc43)c12 (centres undefined)	-1	1	2.3	-1	15	-2	0.85	-2	1
Cc1ccc(-c2cc(C(=O)N/N=C/c3ccc([N+](=O)[O-])o3)c3ccccc3n2)o1	9	0.91	-1.3	15	33	-17	0.67	-7	16
O=C(COC(=O)c1ccccc1C(=O)c1ccc(Cl)cc1)NCc1ccccc1	5	0.95	3.9	-5	14	5	0.86	-2	0
CC(=O)c1c(N2CCN(Cc3ccccc3)CC2)nc(=S)n(Cc2ccccc2)c1C	-5	1.1	-1.3	-6	-5	1	1.1	0	-2
COc1ccc(C(=O)NCC(c2ccc(F)cc2)N2CCOCC2)cc1S(=O)(=O)N1CCCC1 (centres undefined)	11	0.89	-0.6	-5	-4	-9	1	-4	-2
COC(=O)c1c(NC(C)=O)sc(C(=O)Nc2ccccc2OC)c1C	-27	1.3	-0.6	-4	-2	-17	1	1	-1
CCn1cc(CNC(=O)C2CCC(=O)N(CCc3cccc(F)c3)C2)cn1 (centres undefined)	-26	1.3	0.8	-2	-5	0	1	-1	-3
Cc1ccc(C(=O)Nc2cccc(C(=O)NCc3ccccc3)c2)o1	6	0.94	-0.7	-5	0	5	1	2	0
O=C(Nc1ccc(Cl)cc1)Nn1cnnc1	20	0.81	-0.3	-6	-8	2	1.1	1	-4
CCOC(=O)c1c(C)c(C(=O)N2CCN(c3cccc(Cl)c3)CC2)c(C)n1C	7	0.93	-4.8	-7	-3	-15	1	-3	-3
Cn1cc(C=O)c2cc(S(=O)(=O)N3CCOCC3)ccc21	5	0.95	3.0	2	8	0	0.92	0	1
O=C(Nc1cccc(S(=O)(=O)N2CCCCC2)c1)c1cccs1	-4	1	-1.1	-9	-15	0	1.1	-2	-4
Cc1ccc(S(=O)(=O)N(C)C[C@@H]2Oc3ccc(NS(C)(=O)=O)cc3CC(=O)N([C@H](C)CO)C[C@@H]2C)cc1	-2	1	0.6	2	-10	-4	1.1	-1	7
O=C(COc1ccccc1)NN1C(=O)CSC1=S	-1	1	0.1	0	32	-10	0.68	-1	0
Nn1c(SCC(=O)Nc2ccc3c(c2)OCCO3)nnc1-c1cccnc1	5	0.95	0.4	0	6	7	0.94	4	2

For reference, part of the list above.
SMILES	hIAP inh	hIAP activ	MPTP inh	APOBEC3G inh	mIAP inh	ATG4B inhibitor	mIAP act	beta cell repl	APOBEC3A inh
Cc1cc(C)cc(N2CC(O)=C(c3nc4ccccc4c(=O)[nH]3)C2=N)c1	-44	1.4	0.3	-2	5	7	0.95	2	1
O=C(CNC(=O)c1ccc(Cl)c([N+](=O)[O-])c1)OCN1C(=O)c2ccccc2C1=O	13	0.87	-1.9	-6	8	-4	0.92	1	-4

Some entries already given with just beta cell repl.
SMILES	beta cell repl
COc1ccc(C(=O)NCC(c2ccc(F)cc2)N2CCOCC2)cc1S(=O)(=O)N1CCCC1 (centres undefined)	-4
CC(=O)c1c(N2CCN(Cc3ccccc3)CC2)nc(=S)n(Cc2ccccc2)c1C	0
